High-throughput results from PubChem BioAssay.
TDP2 inh: human TDP2 enzyme inhibitors, primary screen, biochemical, epi absorbance, recombinant enzyme. T5PNP hydrolysis, p-nitrophenol absorbance 415 nm. inhibition, % at 12.8 µM. 370,000 tested, 0.34% active. AID 720702, 2013;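 active = inhibition above the mean of all tested compounds plus 3 SD, set per campaign, cut at about 25% in these data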;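 note: 0% = DMSO with enzyme and 100% = buffer with substrate but no TDP2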
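Assay system: recombinant human TDP2 / Reagent: T5PNP substrate at 5 mM, a TopII-DNA adduct mimic / Measured by: epi absorbance from released p-nitrophenol / Evaluation: % inhibition relative to enzyme-containing and enzyme-free wells / Control set: enzyme-free and DMSO wells / Replicates: each compound tested once, singlicate / Schedule: enzyme reaction with compound for 2 h at 37 °C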
LEDGF integ inh: blockers of LEDGF/p75-dependent integrase strand transfer – biochemical, TR-FRET, high throughput, primary screen; TR-FRET IN-LEDGF/p75 DNA integration, Eu/Cy5; inhibition, % at 3.7 µM; AID 743269, 2014; 370,000 tested, 0.64% active;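 active = inhibition above the screen-wide mean plus 3 SD, cut at about 13% in these data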;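 note: signal is the Cy5 over europium emission ratio at 671 and 618 nm; 0% = plate median of compound wells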
DDE Tn7 FP inh: inhibitors of Tn7 peptide binding to fibrin DD(E), primary screen, biochemical, fluorescence polarization, human fibrin, Tn7 probe | Fibrinogen beta chain (Homo sapiens), P02675 | 370,000 tested, 0.13% active | FP displacement of FITC-Tn7 peptide from fibrin DD(E); 0% = median of compound wells per plate | inhibition, % at 8.3 µM;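 active = inhibition above the mean of compounds falling within the control limits plus 3 SD of them, cut at about 14% in these data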;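 note: 0% = plate median of compound wells and 100% = 10 µM Aha-Tn7 peptide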
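Assay system: Human clot-derived fibrin DD(E) complex | Buffer or medium: Tris/NaCl/CaCl2 buffer, pH 7.8 | Repeats: One replicate per compound | Benchmarks: Aha-Tn7 high control | Measure: % inhibition scaled between sample-field median and high-control FP | Schedule: 10 min plus 3 h, room temperature | Signal: Fluorescence polarization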
HTRA1 inhibitor: HTRA1 serine protease inhibitors, primary screen, biochemical, fluorescence polarization, HTS | Q92743 | recombinant HTRA1, FP-rhodamine activity-based probe | inhibition, % at 5.96 µM | 340,000 tested, 0.5% active; in the data active = inhibition above about 36%;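 note: 0% = enzyme with DMSO and 100% = wells lacking enzyme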
SIAE inh: human SIAE inhibitors, primary screen, biochemical, fluorescence polarization, FP-Rh probe, 1536-well HTS. Sialate O-acetylesterase (Homo sapiens), Q9HAT2. SIAE FP-Rh probe binding. inhibition, % at 9.66 µM. 370,000 tested, 0.69% active;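 active = inhibition above a cutoff: mean of compounds within the control limits plus 3 SD of those, cut at about 17% in these data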;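 note: 0% = plate median of compound wells and 100% = probe without SIAE protein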
UHRF1 binding: UHRF1 methylated DNA binding inhibitors, primary screen, counter-screen for MBD2 inhibitor project, biochemical, TR-FRET, human UHRF1, single concentration; E3 ubiquitin-protein ligase UHRF1 (Homo sapiens), Q96T88; UHRF1 binding to methylated oligo; inhibition, % at 4.4 µM; 370,000 tested, 0.75% active; AID 687016, 2013; in the data active = inhibition above about 21%;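 note: UHRF1 SRA domain binding a hemimethylated CpG hairpin DNA probe; 0% = median of test compound wells and 100% = reference inhibitor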
PRMT1 inh: PRMT1 methyltransferase inhibitors, primary screen, biochemical, fluorescence polarization. inhibition, % at 2.79 µM. Protein arginine N-methyltransferase 1 (Homo sapiens), Q99873. AID 652257, 2013. recombinant PRMT1, activity-based probe fluorescence polarization. 370,000 tested, 1.3% active;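 active = inhibition above about 21% made by adding two undisclosed values, limit read from the data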
Target sequence (Q99873 whole entry, looked up): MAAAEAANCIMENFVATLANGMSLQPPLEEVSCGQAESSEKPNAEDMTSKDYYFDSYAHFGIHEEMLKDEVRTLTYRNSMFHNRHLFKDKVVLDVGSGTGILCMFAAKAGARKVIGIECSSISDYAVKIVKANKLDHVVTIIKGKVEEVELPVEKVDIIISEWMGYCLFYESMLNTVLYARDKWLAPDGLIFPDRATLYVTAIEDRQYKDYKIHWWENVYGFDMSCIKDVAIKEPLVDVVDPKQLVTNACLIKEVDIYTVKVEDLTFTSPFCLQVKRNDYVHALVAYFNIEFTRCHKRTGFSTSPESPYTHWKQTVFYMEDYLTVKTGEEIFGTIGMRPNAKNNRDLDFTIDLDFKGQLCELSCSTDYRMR
ABHD4 inh: ABHD4 inhibitors, primary screen, biochemical, fluorescence polarization, mouse. (Lyso)-N-acylphosphatidylethanolamine lipase (Mus musculus), Q8VD66. purified mABHD4, FP-Rh probe fluorescence polarization. inhibition, % at 8.92 µM. 370,000 tested, 0.54% active. AID 720543, 2013;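 active = inhibition exceeding the mean over every tested compound plus 3 SD, cut at about 30% in these data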;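 note: 0% = plate median of compound wells and 100% = S159A mutant with DMSO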
Target sequence (Q8VD66 whole entry, looked up): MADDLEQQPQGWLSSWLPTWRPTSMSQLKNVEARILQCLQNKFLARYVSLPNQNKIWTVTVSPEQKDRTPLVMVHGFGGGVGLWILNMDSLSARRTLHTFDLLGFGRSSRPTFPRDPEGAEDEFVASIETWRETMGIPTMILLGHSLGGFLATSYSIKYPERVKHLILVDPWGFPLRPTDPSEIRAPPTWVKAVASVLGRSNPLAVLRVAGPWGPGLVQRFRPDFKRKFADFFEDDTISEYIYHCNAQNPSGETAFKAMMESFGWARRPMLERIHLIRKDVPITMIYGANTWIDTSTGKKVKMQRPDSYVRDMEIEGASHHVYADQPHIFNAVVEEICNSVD
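Material: mouse ABHD4 enzyme, wild type; Benchmarks: S159A mutant high control, sample median low control; Buffer or medium: HEPES pH 7.0, NaCl, Pluronic buffer; Signal: fluorescence polarization; Read-out: percent inhibition of probe binding, normalized to plate controls; Timing: pre-incubation 45 min, probe exposure 60 min, at 25 °C; Dosing: 8.92 µM, single dose.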
TCR CD3 inh: inhibitors of human TCR-CD3 interaction, primary screen, biochemical, fluorescence, TAMRA-labeled TCR probe | T-cell receptor (TCR) | inhibition, % at 9.4 µM | 360,000 tested, 0.37% active | AID 651800, 2012; in the data active = inhibition above about 19%;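 note: recombinant mutant TCR 2C K166C tagged with TAMRA read by polarization; 0% = receptor in buffer alone and 100% = receptor with positive control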
PG9 binder: binders of HIV-1 gp120 antibody PG9, primary screen, biochemical, TR-FRET; HIV-1 gp120 / PG9 antibody interaction; AID 624416, 2012; inhibition, % at 6.7 µM; TR-FRET gp120-PG9 antibody binding; 360,000 tested, 0.43% active; in the data active = inhibition above about 8.5%
The depositor's hits bear a star; nt = not tested or not shown. Not a hit list; 4.2% or so of the library scored in one or more.

SMILES	TDP2 inh	LEDGF integ inh	DDE Tn7 FP inh	HTRA1 inhibitor	SIAE inh	UHRF1 binding	PRMT1 inh	ABHD4 inh	TCR CD3 inh	PG9 binder
CCOC(=O)C1=C(c2ccccc2)NC(=O)NC1c1cccc(OC)c1OC (configuration not stated)	-4	1	-4	-6	-5	0	0	-2	-3	-3.1
O=C(CCc1nc2ccccc2[nH]1)N1CCN(C(=O)c2ccco2)CC1	2	5	0	1	-1	-3	-1	-1	2	1.5
C[C@H](CO)N1C[C@H](C)[C@@H](CN(C)Cc2ccccc2F)Oc2ncc(Br)cc2C1=O	2	5	2	10	-2	4	0	11	7	0.0
CCOC(=O)c1cnn(-c2nc(-c3ccccc3F)cs2)c1C(F)(F)F	-22	8	-7	-8	-1	2	0	-1	4	3.6
Cc1ccc(S(=O)(=O)NC(CC(C)C)C(=O)Oc2ccc3c4c(c(=O)oc3c2)CCC4)cc1 (configuration not stated)	-11	2	4	-34	1	5	2	-3	1	0.3
Cc1ccc(/C=N/NC(=O)c2csc3c2CCCC3)cc1	6	5	-3	-23	-3	-1	-2	-5	-2	-0.3
CC(C)(C)NC(=O)C12CCC(C)(c3nc4ccccc4nc31)C2(C)C (configuration not stated)	0	-1	-1	3	-4	10	-3	-1	2	-0.6
Cc1ccccc1NC(=O)CCN1CCN(C)CC1	-9	5	5	7	6	4	0	-7	-3	-0.6
C=CCn1c(N2CCOCC2)nc2c1c(=O)[nH]c(=O)n2C	-7	5	-1	7	9	-1	-3	0	2	0.9
O=C(COC(=O)/C=C/c1ccc(Cl)cc1)NCCN1C(=O)CSC1=O	-4	-4	1	-16	7	0	0	0	-5	-0.8
CCOC(=O)C(C)Sc1nnc(CSc2nc3nc(C)cc(C)n3n2)o1 (configuration not stated)	-8	2	-7	1	-4	11	-1	-3	-6	-0.2
Cc1cc(C)cc(-n2nnnc2SCC(=O)N2CCOCC2)c1	0	-1	3	-2	5	0	0	-2	5	1.6
Cc1ccc2cc3c(NC(=O)C4CCCO4)nn(CC(C)C)c3nc2c1 (configuration not stated)	-7	-1	-4	4	-1	0	0	-1	12	-1.8
CCCCn1c(O)c(/C=C2\C=Nc3ccccc32)c(=O)[nH]c1=O	3	9	-2	-11	8	-7	18	-4	-11	-3.6
O=C1CCCC2=C1C(c1cccs1)n1nc(SCc3ccccc3)nc1N2 (configuration not stated)	-8	1	2	-8	-3	8	4	-15	1	2.3
Cc1cc(C)c(S(=O)(=O)c2ccccc2)c(OC(=O)c2c(Cl)cc(Cl)cc2Cl)n1	-11	1	-4	-27	-4	9	3	-20	-8	3.0
COc1ccccc1CC(=O)NC12CC3CC(CC(C3)C1)C2	-11	1	-8	-3	0	4	-4	0	5	-1.7
CS(=O)(=O)C1=NSC2=NC(=O)/C(=C\c3cccn3-c3ccccc3Cl)C(=N)N21	-4	3	-4	-39	-39	12	4	-42	-4	-0.7
COc1ccc(OCCOCCN2CCN(C)CC2)cc1	7	1	7	6	-3	0	0	19	-4	-2.1
O=C(COc1ccc(Cl)cc1)Nc1ccc(CN2CCOCC2)cc1	5	-4	-7	-9	6	-2	-5	-1	7	-0.5
Cc1ccc(C(CC(=O)NCc2ccco2)c2ccccc2)c(O)c1 (configuration not stated)	-4	0	4	-7	1	4	0	-4	0	-0.5
O=C(C1CCC(CNc2nc(=S)[nH]c3ccccc23)CC1)N1CCN(c2ccc(F)cc2)CC1 (configuration not stated)	18	0	3	-7	20*	-1	0	-2	-2	-1.0
CC(OC(=O)c1ccccc1N1C(=O)C2C3CCC(C3)C2C1=O)C(=O)c1ccccc1 (configuration not stated)	6	2	-6	-5	4	1	1	6	6	-2.9
Cn1c(SCC(=O)NCc2ccco2)nnc1-c1ccccc1	8	0	-1	4	2	-1	1	-1	-1	-0.6
CCSc1ncc(Cl)c(C(=O)Nc2ccccc2Cl)n1	-2	-3	1	-1	5	2	-3	-1	3	0.5

Overlap with the part before: 2 entries, followed by the next part.
SMILES	TDP2 inh	LEDGF integ inh	DDE Tn7 FP inh	HTRA1 inhibitor	SIAE inh	UHRF1 binding	PRMT1 inh	ABHD4 inh	TCR CD3 inh	PG9 binder
Cn1c(SCC(=O)NCc2ccco2)nnc1-c1ccccc1	8	0	-1	4	2	-1	1	-1	-1	-0.6
CCSc1ncc(Cl)c(C(=O)Nc2ccccc2Cl)n1	-2	-3	1	-1	5	2	-3	-1	3	0.5
Cc1cc(=O)[nH]c(SCc2ccc(Cl)cc2Cl)n1	15	-1	-2	1	-3	1	-2	0	1	-3.3
CC1CCCCN1Cc1nc2ccccc2c(=O)[nH]1 (configuration not stated)	2	-1	-2	5	-2	-1	1	-3	-3	0.3
O=C(Cn1ccc([N+](=O)[O-])n1)N1CCCCC1	-7	-1	9	3	3	-1	-1	4	-3	-0.5
O=C(COC(=O)c1cncc(Br)c1)NCC1CCCO1 (configuration not stated)	7	1	0	6	3	-2	2	5	1	2.9
Cc1ccc(F)cc1C(=O)N(Cc1ccccn1)CC1CCCO1 (configuration not stated)	3	0	-8	nt	7	-1	5	1	nt	nt
CCCCCn1c(NCc2ccco2)nc2ccccc21	-6	-3	2	-6	1	0	-2	0	-4	1.4
CSc1ncccc1C(=O)N1CCCC(CCC(=O)NCc2ccccc2F)C1 (configuration not stated)	3	1	3	2	-4	-2	-4	-4	0	-2.3
CCOc1ccc(NC(=O)COc2ccc(C(=O)NC3CCCc4ccccc43)cc2OC)cc1 (configuration not stated)	-5	1	-3	-3	2	1	3	1	-2	-1.6
C[C@H](CO)N1C[C@H](C)[C@@H](CN(C)Cc2ccncc2)Oc2ccc(NC(=O)Cn3cnnn3)cc2C1=O	10	0	7	6	3	-1	-2	0	12	-0.2
Cc1ccc(Nc2ncccc2C(=O)O)cc1C	6	-2	1	5	-2	-1	3	3	8	-2.1
Cc1ccc(C)c(NC(=O)C2C(c3ccccc3)C2(Cl)Cl)c1 (configuration not stated)	-3	-1	1	-12	2	0	-1	-12	-2	-1.2
Cc1n[nH]c(=S)n1/N=C/c1ccc(-c2ccccc2[N+](=O)[O-])o1	1	-1	3	-4	-3	-1	4	2	4	-2.3
O=C(NCc1ccccc1)C1c2ccccc2OCC(=O)N1C1CC1 (configuration not stated)	-6	5	-11	nt	-1	2	-7	-1	3	-1.3
Cc1cc(C(=O)Nc2c(C)nn(Cc3c(Cl)cccc3Cl)c2C)no1	8	1	3	0	-5	2	3	6	8	-2.0
C[C@H](CO)N1C[C@H](C)[C@@H](CN(C)C(=O)Oc2ccccc2)OCc2cn(nn2)CCCC1=O	2	3	-7	6	0	5	3	2	-2	0.0
CC(=O)Nc1ccc(S(=O)(=O)N2C3CCCC2CC(NC(=O)C2CCCCC2)C3)cc1 (configuration not stated)	-1	0	1	0	-2	2	0	2	-4	-2.6
O=C(Nc1c(C(=O)Nc2ccccc2)cnn1-c1ccccc1)c1ccco1	1	0	-5	1	-2	-2	-3	-9	-5	-2.7
CN1CCN(C(c2ccccc2)c2ccc(Cl)cc2)CC1 (configuration not stated)	-12	-1	-8	3	-1	2	1	4	-2	-2.9
Nc1ccc(S(=O)(=O)Nc2nccc(/C=C/c3ccc([N+](=O)[O-])cc3)n2)cc1	7	4	-8	7	-5	-1	1	9	9	-1.1
C(/C=C/c1ccco1)=N/N1CCN(c2ccccc2)CC1	-15	1	-6	13	8	3	15	1	-2	0.4
O=C(CN1C(=O)S/C(=C/c2cccnc2)C1=O)N1CCOCC1	2	-2	3	6	-4	-1	3	3	-7	-1.0
COc1ccc(C2N(C(=O)N3CCOCC3)CCN2S(=O)(=O)c2ccc(C)cc2)cc1 (configuration not stated)	15	0	4	-3	-1	0	-1	3	0	-1.0
Cc1nnc(NC(=O)CC(NC(=O)C(F)(F)F)c2ccccc2)s1 (configuration not stated)	-14	2	8	13	-4	0	-2	-4	-4	-1.2
COC(=O)c1ccc2c(c1)N(C)CCS2	2	2	1	0	-3	-1	-2	-3	-1	0.1

Entries above with an NH in an aromatic ring:
SMILES	TDP2 inh	LEDGF integ inh	DDE Tn7 FP inh	HTRA1 inhibitor	SIAE inh	UHRF1 binding	PRMT1 inh	ABHD4 inh	TCR CD3 inh	PG9 binder
O=C(CCc1nc2ccccc2[nH]1)N1CCN(C(=O)c2ccco2)CC1	2	5	0	1	-1	-3	-1	-1	2	1.5
C=CCn1c(N2CCOCC2)nc2c1c(=O)[nH]c(=O)n2C	-7	5	-1	7	9	-1	-3	0	2	0.9
CCCCn1c(O)c(/C=C2\C=Nc3ccccc32)c(=O)[nH]c1=O	3	9	-2	-11	8	-7	18	-4	-11	-3.6
O=C(C1CCC(CNc2nc(=S)[nH]c3ccccc23)CC1)N1CCN(c2ccc(F)cc2)CC1 (configuration not stated)	18	0	3	-7	20*	-1	0	-2	-2	-1.0
Cc1cc(=O)[nH]c(SCc2ccc(Cl)cc2Cl)n1	15	-1	-2	1	-3	1	-2	0	1	-3.3
CC1CCCCN1Cc1nc2ccccc2c(=O)[nH]1 (configuration not stated)	2	-1	-2	5	-2	-1	1	-3	-3	0.3
Cc1n[nH]c(=S)n1/N=C/c1ccc(-c2ccccc2[N+](=O)[O-])o1	1	-1	3	-4	-3	-1	4	2	4	-2.3
